# TNAP activators – human TNAP enzyme activators, primary screen, biochemical, luminescent, no phosphate acceptor, uHTS (AID 1001); Alkaline phosphatase, tissue-nonspecific isozyme (Homo sapiens); purified TNAP, luminescent activation assay, no phosphate acceptor; higher activation fold means a stronger effect; activation fold at 20 µM; hits with a dose series show EC50 in µM; 0.03% of 200,000 active; in the data active = activation fold from about 3, or a potency from the dose series; inactive = the rest, 99 in 100 with activation fold below about 1.6; note: many of its hits are not listed in these tables
# Dynein cargo inh – inhibitors of GR-EGFP nuclear translocation, primary screen, dynein cargo transport inhibitor project, imaging, high-content, 3617.4 mouse cells; test concentration mostly 20 µM; stimulated with dexamethasone, 1 µM; active compounds read low; z-score, hits read low; 0.47% of 220,000 active;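 active = plate z-score of nuclear minus cytoplasmic receptor signal below a set negative limit, without overly bright fluorescence or cell loss, cut at about -3.5 in these data, passing the limit was not always enough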;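 note: z-score of nuclear minus cytoplasmic ring GR-EGFP intensity difference per well; some compounds called inactive have numbers as strong as hits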
#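 Medium: Induction medium lacking tetracycline, stripped serum | Probe or stimulus: 1.0 µM final dexamethasone stimulus | Schedule: 48 h induction, then 1 h compound, then 30 min agonist, 37 °C | Signal: Automated 10x imaging of fixed Hoechst-stained cells | Evaluation: Per-cell GR-EGFP intensity, nucleus versus surrounding cytoplasmic ring, well-averaged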
# b-catenin transl – modulators of beta-catenin nuclear translocation, primary screen, imaging, HeLa cells, immunofluorescence, high-content; 0.3% of 190,000 active; nuclear translocation activity, % at 5 µM; AID 1665, 2009;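 active = nuclear translocation activity above 50% at 5 µM, with a well cell count of 50 or more; inconclusive = wells under 50 cells across six images, flagged as toxic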;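 note: per-cell ratio of nuclear to cytoplasmic median beta-catenin stain intensity; plate controls were DMSO negative control for no effect and GSK-3 inhibitor IX positive control for full effect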
#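 Test system: human HeLa cells, native beta-catenin. Compound dosing: 5 µM primary single dose, 0.1% DMSO, 0.02–20 µM confirmation series. Incubation: compound exposure 24 h at 37°C. Detection: beta-catenin immunostaining with DAPI counterstain, 20x imaging, 6 fields/well. Read-out basis: Nuclear/cytoplasmic beta-catenin signal ratio, % activation.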
# PMI inhibitors – inhibitors of human PMI, primary screen, biochemical, fluorescence intensity, coupled assay (AID 1209); 0.42% of 190,000 active; purified PMI enzyme, coupled fluorescence intensity; higher % means a stronger effect; Mannose-6-phosphate isomerase (Homo sapiens); one-dose inhibition, % at 20 µM; IC50 in µM for titrated hits; in the data active = inhibition above about 50%;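 note: plate controls were DMSO vehicle for no effect and wells lacking substrate for full effect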
# T cell HTS – modulators of CD8 T cell-vesicle binding, primary screen, mouse 2C CD8+ T cells, flow cytometry | 2C CD8+ T cell-vesicle binding; active compounds read low | calls only at 7 µM | 0.068% of 330,000 active | AID 2052, 2009;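 active = response, share of CD8 T cells binding vesicles, and their 90th percentile fluorescence all below set limits, cut at about 80% in these data, passing the limit was not always enough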
#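 Read-out – percent CD8+ FL2 mean versus row control · System – murine 2C transgenic CD8+ T lymphocytes · Times – 1.5 h cell–vesicle binding at 37 °C, then 20 min icy labelling · Control set – naked vesicles low, QL9 vesicles with vehicle high · Detection – cytometric PE anti-B7-1 and Alexa647 anti-CD8 signals after 1% paraformaldehyde fixation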
# Ins promoter up – insulin promoter activators in MIN6 cells, imaging, high-content screening, mouse beta cells. MIN6 insulin promoter-GFP reporter; active compounds read high. 0.3% of 190,000 active. z-score at 5 µM. AID 1625, 2009;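 active = z-score above 3 at 5 µM with at least 500 cells counted in the well; inconclusive = wells under 500 cells, flagged as cytotoxic or low count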
# MT stabilizer – microtubule stabilizers in HeLa cells, primary screen, imaging, high-content imaging; % tubulin-high responders, % at 10 µM; 0.83% of 200,000 active; HeLa tubulin immunostaining HCS, 24 h; share of cells brighter than vehicle mean+2SD;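 active = plate Z-score above 3 for both tubulin-high and condensed-nucleus cell shares, with cell loss under 80%, at 10 µM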;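 note: anti alpha tubulin signal scored within the nucleus-defined area of each cell; some results filed as inactive read as strong as hits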
# Lipid droplet – inhibitors of hepatocyte lipid droplet formation, primary screen, imaging, high-throughput imaging, BODIPY stain. 0.4% of 240,000 active. AML12 mouse hepatocytes, oleate lipid droplets. AID 1656, 2009. inhibition, % at 6.5 µM;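 active = lipid droplet intensity inhibited by at least 50%, with more than 500 cells counted; inconclusive = wells with under 300 cells, treated as cytotoxic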
#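 Test system: AML12 hepatocytes (mouse); reagent: oleate loading, 100 µM; dosing: one dose, 6.5 µM compound; incubation: overnight exposure; signal: fluorescence imaging, 20x objective, two fields per well; read-out basis: % inhibition of corrected integrated BODIPY droplet signal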
# Myeloid diff MLP – induction of myeloid progenitor differentiation, primary screen, cell-based, flow cytometry, MLPCN library; ER-HoxA9 myeloid progenitors, lysozyme-GFP differentiation; calls only at 10 µM; 1% of 360,000 active; AID 624256, 2012;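 active = normalized GFP-positive differentiation at or above the plate's own cutoff, the solvent-only control mean plus 3 SD; inconclusive = no clear call, values can overlap the other calls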;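 note: cells exposed to compound for four days before flow analysis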
# Dynein cargo inh cytoplasmic EGFP – also measured in Dynein cargo inh; calls as there; z-score; measured here: cytoplasmic GR-EGFP intensity; active compounds read high
# Dynein cargo inh nuclear GR-EGFP – also measured in Dynein cargo inh; calls as there; z-score; measured here: nuclear GR-EGFP intensity;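 lower value marks the stronger effect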
# Dynein cargo inh cell count – also measured in Dynein cargo inh; calls as there; z-score; measured here: cell count per field
# Ins promoter up cell count – further read-out of Ins promoter up, marked with its call; cell count; measured here: cytotoxicity, nuclei count;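 total cells summed across four imaged fields per well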
# Lipid droplet cells 6.5 µM – second read-out of Lipid droplet, no call of its own (marks repeat the call); cell count; measured here: cell count, cytotoxicity flag;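 cells counted across two imaged fields per well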
# b-catenin transl cell count 5 µM – recorded beside b-catenin transl, whose call it bears; cell count; measured here: cell count, cytotoxicity flag
# T cell HTS vesicle-bound % – recorded beside T cell HTS, whose call it bears; double positive events, %; measured here: CD8+ vesicle-bound cell fraction;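 binding gate set so that unloaded-vesicle control wells show 10% double positive cells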
# MT stabilizer Hoechst-high % – further read-out of MT stabilizer, marked with its call; % Hoechst-high responders; measured here: nuclear condensation Hoechst responders;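 share of cells brighter than vehicle mean plus two SD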
# MT stabilizer cytotoxicity % – also measured in MT stabilizer; calls as there; toxicity, %; measured here: cytotoxicity by cell density;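 0% = mean cell density of plate MIN control wells and 100% = no cells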
# Myeloid diff MLP GFP+ MAC1+ % – recorded beside Myeloid diff MLP, whose call it bears; GFP+ MAC1+ double positive, %; measured here: differentiation confirmed by MAC1 staining
# Active calls of the source: *; i = inactive; ? = inconclusive; nt = no result given.
SMILES,TNAP activators,Dynein cargo inh,Dynein cargo inh cytoplasmic EGFP,Dynein cargo inh nuclear GR-EGFP,Dynein cargo inh cell count,b-catenin transl,b-catenin transl cell count 5 µM,PMI inhibitors,T cell HTS,T cell HTS vesicle-bound %,Ins promoter up,Ins promoter up cell count,MT stabilizer,MT stabilizer Hoechst-high %,MT stabilizer cytotoxicity %,Lipid droplet,Lipid droplet cells 6.5 µM,Myeloid diff MLP,Myeloid diff MLP GFP+ MAC1+ %
CC(C)(C)c1ccc(NC(=O)Cn2cnc3cc([N+](=O)[O-])ccc3c2=O)cc1,1.1,0.33,0.36,0.069,0.38,1.3,1003,15%,i,26,0.3,1157,2.4,1.6,8.2,4,726,i,0.1
CCN(CC)S(=O)(=O)c1cccc(NC(=O)CSc2nc3ccccc3[nH]2)c1,1.1,1.1,-0.34,0.8,-0.74,-0.5,1011,-2%,i,56,-0.26,1551,3.9,2.4,10,-12,643,i,0.5
COCCn1c(COc2cccc(OC)c2)nnc1SCC(=O)N1CCOCC1,1.1,-0.12,-0.41,0.25,0.11,-5.1,990,0%,i,8,0.49,1441,4.7,2.2,6.9,nt,nt,i,0.6
COc1ccc(/C=C/C(=O)Oc2cc(C)[nH]c(=O)c2[N+](=O)[O-])cc1OC,1.1,-1.3,-0.34,-0.74,1.2,2.3,1022,-11%,i,61,0.16,1264,2.6,2.2,5.7,2,689,i,0.2
CC(=O)N(CCN(C(C)=O)c1ccccc1)c1ccccc1,1,-0.34,-0.22,0.32,1.2,nt,nt,14%,i,65,0.35,1304,2.5,1.6,23,13,783,i,0.6
COC(=O)CCC(=O)OC1(C)C(=O)C=C2C=C(C3CC3)N(c3ccccc3)C=C2C1=O (stereo not drawn),nt,-0.17,-0.84,-0.039,0.11,-0.2,1185,nt,i,36,2.1,934,nt,nt,nt,15,676,i,0.4
CC(c1ccccc1)c1nnc(N)s1 (stereo not drawn),1.1,0.97,-0.14,0.45,-0.99,-0.6,978,6%,i,39,-0.78,1433,1.1,2.2,4.6,-5,694,i,0.3
CCOC(=O)c1c(C)[nH]c(C(=O)COC(=O)COc2ccccc2C)c1C,1,-0.047,-0.23,-0.15,-0.39,1.2,641,22%,i,60,nt,nt,5.4,3.3,3.3,-33,355,i,0.4
N#Cc1cc(C(=O)c2ccccc2OCC(=O)Nc2ccccc2)cn(C2CCCCC2)c1=O,1.1,-0.7,-0.26,-0.31,0.17,0.1,1080,14%,i,56,0.1,1510,5.1,3.1,4.7,6,651,i,0.5
O=C(Cn1cnc2c(cnn2-c2ccccc2)c1=O)NCCc1ccccc1,1.1,-0.63,0.033,-0.18,-0.58,2.7,588,-10%,i,21,nt,nt,1.5,1.7,7.3,2,697,i,0.8
O=C(Nc1ccccn1)c1ccc2ccccc2n1,1,-0.18,-0.23,0.039,0.066,4.1,1373,-24%,i,46,-0.38,1426,1.9,2.3,12,nt,nt,i,0.7
CS(=O)(=O)N(CC(=O)Nc1cc(Cl)ccc1Cl)c1ccccc1Cl,1,-1.1,-0.42,-0.34,0.42,nt,nt,0%,i,41,nt,nt,2.2,2.3,1.7,6,793,i,2.6
COc1cccc(C(=O)Nc2cccc(SC)c2)c1,1.1,-0.56,-0.22,-0.28,0.65,0.1,1124,2%,i,30,0.35,1178,2.1,2.5,5.9,nt,nt,i,0.8
CCCCc1c(C)[nH]c(C(=O)OCC)c1C,1.1,0.38,-0.31,0.27,0.18,-2.0,1071,18%,i,51,0.28,1206,1.4,2.1,6.6,2,713,i,0.2
COCn1c(COc2ccc3ccccc3c2)nc2ccccc21,1.1,-0.79,-0.18,-0.4,-0.84,-1.4,1234,9%,i,59,-1.2,790,2.7,2.0,6.9,-16,717,i,1.0
c1csc(-c2nc(-c3ccc(-c4ccon4)s3)no2)c1,nt,-0.23,-0.17,-0.16,0.54,-3.1,1208,nt,i,56,-0.28,1419,nt,nt,nt,1,698,i,0.4
Cc1ccc(NC2=C(Cl)C(=O)OC2OC(=O)c2ccccc2)c(C)c1 (stereo not drawn),1.1,-0.11,-0.022,0.048,-0.28,0.2,1091,2%,i,48,0.44,1154,4.3,2.3,1.8,-13,718,i,0.2
Cc1ccc(OCC(O)CN2CCN(CC(O)COc3ccc(C)cc3)CC2)cc1 (stereo not drawn),1,-0.94,-0.2,-0.25,0.56,1.6,663,2%,i,12,-1.3,1017,3.7,1.9,7.5,nt,nt,i,1.7
COc1ccc(C2(O)CCN(C(=O)Cc3cccnc3)CC2)cc1,1.1,0.63,-0.19,0.67,0.069,-5.6,1195,11%,i,59,0.17,1299,2.4,2.2,2.8,2,786,i,0.7
CC1CCCCN1CC(=O)NC(=O)NCc1ccccc1 (stereo not drawn),1.1,-0.79,-0.21,-0.16,0.83,nt,nt,2%,i,56,0.07,1192,2.6,2.4,4.4,8,663,i,0.5
Nc1ccccc1C(=O)NCCN1CCNC1=O,nt,0.32,-0.23,0.017,-0.12,-3.4,1177,nt,i,23,-0.74,1469,nt,nt,nt,18,662,i,0.2
COc1ccccc1NC(=O)N1CCN(c2cccc(C(F)(F)F)c2)CC1,1.1,0.29,-0.17,0.23,-0.52,nt,nt,12%,i,16,nt,nt,1.2,1.8,5.1,-21,592,i,3.3
COc1ccc(CCNC(=O)C(=O)NCc2ccc(C(C)C)cc2)cc1OC,1.2,-0.0058,-0.2,-0.068,-0.13,9.8,1396,6%,i,30,-0.39,993,11,4.1,3.3,nt,nt,i,0.9
Cc1nc(SCC(=O)N2CCCc3ccccc32)c2oc3ccccc3c2n1,0.8,1.3,-0.24,0.43,-0.17,-1.1,756,-9%,i,24,-0.02,807,3.0,2.5,11,nt,nt,i,4.9
Cc1cc(C)c2c(N=NN3CCCCC3)[nH]nc2n1,1.2,0.3,-0.32,0.024,-0.27,1.0,1055,-46%,i,26,-1,1439,2.4,2.9,3.7,4,711,i,0.1

# The closing 2 records of the part above open the next one:
SMILES,TNAP activators,Dynein cargo inh,Dynein cargo inh cytoplasmic EGFP,Dynein cargo inh nuclear GR-EGFP,Dynein cargo inh cell count,b-catenin transl,b-catenin transl cell count 5 µM,PMI inhibitors,T cell HTS,T cell HTS vesicle-bound %,Ins promoter up,Ins promoter up cell count,MT stabilizer,MT stabilizer Hoechst-high %,MT stabilizer cytotoxicity %,Lipid droplet,Lipid droplet cells 6.5 µM,Myeloid diff MLP,Myeloid diff MLP GFP+ MAC1+ %
Cc1nc(SCC(=O)N2CCCc3ccccc32)c2oc3ccccc3c2n1,0.8,1.3,-0.24,0.43,-0.17,-1.1,756,-9%,i,24,-0.02,807,3.0,2.5,11,nt,nt,i,4.9
Cc1cc(C)c2c(N=NN3CCCCC3)[nH]nc2n1,1.2,0.3,-0.32,0.024,-0.27,1.0,1055,-46%,i,26,-1,1439,2.4,2.9,3.7,4,711,i,0.1
Cc1ccc(NC2=CC(=O)CC(c3ccccc3)C2)cc1 (stereo not drawn),1.1,-0.37,-0.3,-0.55,0.71,9.7,367,8%,i,25,0.21,1099,20*,30*,51*,-1,681,?,nt
CC(C)(C)C1CCC(=NNc2nc3ccccc3[nH]2)CC1 (stereo not drawn),1.1,-0.38,-0.35,0.033,0.85,1.1,1065,-20%,i,46,0.71,1191,5.7,2.2,6.0,-5,653,i,0.0
COc1ccccc1CNC(=O)Cn1cnc2ccccc2c1=O,1.1,-0.36,-0.22,0.56,0.64,-6.2,964,-4%,i,30,0.03,1412,4.3,1.5,6.9,nt,nt,i,0.0
O=C(COC(=O)CCc1ccc(S(=O)(=O)N2CCOCC2)cc1)NCc1ccccc1Cl,1.1,0.042,-0.2,0.41,-0.61,0.0,1052,-3%,i,52,-0.09,1063,1.6,2.2,2.6,-2,706,i,0.3
COc1ccc(-c2nc(-c3ccncc3)no2)cc1OC,1.1,-0.081,-0.24,0.23,0.98,0.6,1198,12%,i,32,0.45,922,1.9,2.2,2.1,nt,nt,i,0.5
CC1(C)CNC(=O)c2sc(N3CCOCC3)nc2C1,1.1,-0.52,-0.31,-0.33,0.43,-3.6,1232,14%,nt,nt,-1.2,1253,2.3,2.0,4.8,1,717,i,5.5
O=C(CSc1nc(O)c(Cc2ccccc2)c(=O)[nH]1)Nc1ccccc1,1.2,-1.1,-0.27,-0.32,1.2,0.4,1036,18%,i,56,0.4,1224,1.9,2.7,10,-6,651,i,0.7

# Screening data (PubChem)
